# Screening results (PubChem)
# NOD2 inhibition = inhibition of NOD2-driven NF-kB reporter – cell-based, luminescence, uHTS, HEK293 (AID 1566). HEK293 NOD2/NF-kB luciferase reporter, luminescence; higher % means a stronger effect. inhibition, % at 4 µM, or EC50 in µM where a hit was titrated. 290,000 tested, 0.63% active; in the data active = inhibition above about 50%; note: many of its hits are not listed in these tables
# Hep lipid drop = hepatic lipid droplet formation modulation | AML12 mouse hepatocytes, oleate lipid droplets, BODIPY imaging | 240,000 tested, 0.4% active | inhibition, % at 6.5 µM;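 active = lipid droplet intensity inhibited by at least 50%, with more than 500 cells counted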
#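 Test system: AML12 hepatocytes (mouse); reagent: oleate loading, 100 µM; dosing: one dose, 6.5 µM compound; incubation: overnight exposure; signal: fluorescence imaging, 20x objective, two fields per well; read-out basis: % inhibition of corrected integrated BODIPY droplet signal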
# Hep lipid drop cells 6.5 µM = also measured in Hep lipid drop; calls as there; cell count; measured here: cell count, cytotoxicity flag;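 cells counted across two imaged fields per well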
# * hit, by the source's call.
SMILES,NOD2 inhibition,Hep lipid drop,Hep lipid drop cells 6.5 µM
O=C(CNC(=O)c1cccc(F)c1)N/N=C/c1cccnc1,-2%,11,754
COc1ccc2oc(C(=O)OCC(=O)NC3CC3)c(C)c2c1,-14%,-5,848
O=C(CSc1n[nH]c(-c2cccnc2)n1)Nc1ccc([N+](=O)[O-])cc1Br,12%,-6,800
CC1Cc2nc(SCC(=O)N3CCOCC3)n(C)c(=O)c2S1 (configuration not stated),16%,3,589
CC(CNC(=O)c1cc(COc2c(F)cccc2F)on1)Oc1cccnc1 (configuration not stated),18%,-17,730
Cc1ccc(S(=O)(=O)N2CCCC(N3CCOCC3)C2)cc1Cl (configuration not stated),-17%,0,766
CC(C)N1CCN(S(=O)(=O)c2ccc3ccccc3c2)CC1,-26%,-1,843
COc1ccccc1NC(=O)CN(c1ccccc1C)S(C)(=O)=O,-4%,0,770
Cc1cccc(OCC(=O)Nc2ccc(NC(=O)c3ccco3)cc2)c1,-5%,0,777
O=C(O)c1cccc(N=C2NC(=O)C(CO)(CO)S2)c1,-4%,0,787
CCC(C)C(Nc1ncnc2scc(-c3ccccc3)c12)C(=O)O (configuration not stated),1%,0,795
Cc1nc(N)sc1N=Nc1ccccc1C(F)(F)F,-40%,-4,796
Cc1ccc2c(COC(=O)c3ccccc3Cl)cc(=O)oc2c1,-30%,5,762
O=C(Nc1ccccn1)c1ccc(Br)c(S(=O)(=O)N2CCCC2)c1,6%,8,828
COc1ccc(C2C(C#N)=C(N)Oc3cccc(O)c32)cc1 (configuration not stated),-11%,-15,739
CS(=O)(=O)N(CC(=O)N1CCCCCC1)c1cccc(Cl)c1Cl,8%,4,827
Cc1cc(NC(=O)CCC(=O)N(c2ccccc2)C(C)C(=O)NC2CCCC2)no1 (configuration not stated),11%,17,828
C(=N\Nc1cc(N2CCCCC2)ncn1)/c1ccco1,-70%,7,809
O=C(Nc1ccccc1)Nc1ccc(NC(=O)c2ccccc2O)cc1,-4%,-3,782
COc1ccc(N2C(=O)c3ccc(C(=O)Nc4ccc(NC(C)=O)cc4)cc3C2=O)cc1,-8%,3,884
O=C(NCCCn1ccnc1)c1ccc(Cl)s1,-8%,-17,670
COc1ccccc1CNC(=O)C1CCN(S(=O)(=O)c2ccc3c(c2)OCCO3)CC1,3%,-3,858
Cc1nnsc1S(=O)c1ccccc1Cl (configuration not stated),-6%,-17,829
Cc1cc(S(=O)(=O)N2CCOCC2)ccc1OCC(=O)Nc1ccc(Br)cc1F,-1%,-2,781
NC(=O)c1ccccc1NC(=O)c1ccc2c(c1)OCO2,-38%,7,843
Cc1ccc(NC(=O)CN2CCc3ccccc3C2)cc1C,10%,0,765
Cn1c(=O)c2sccc2n2c(CCCC(=O)N3CCCCC3)nnc12,10%,11,713
COc1ccccc1CNc1nc(=S)[nH]c2cc(OC)c(OC)cc12,-15%,17,869
N#CCSc1nc2sccc2c(=O)n1-c1ccccc1,-11%,5,835
O=[N+]([O-])c1ccccc1-c1ccc(CN2CCN(c3ccccc3)CC2)o1,-4%,15,852
COc1ccc(CN2CCC(C(=O)c3ccc(F)cc3)CC2)cc1,-6%,-17,747
CC(C)(C)OC(=O)N1CCC(c2c(C(=O)NC3CC3)cnn2-c2ccc(Cl)cc2)CC1,15%,0,783
O=C(Nc1ccncc1)Nc1ccc(Br)cc1Cl,28%,-2,771
Cc1ccc(CN2CCC(C(=O)Nc3cccc(-c4cccc(F)c4)c3)CC2)o1,15%,-7,710
O=C(CCS(=O)(=O)Cc1ccccc1)Nc1nnc(C(F)(F)F)s1,-13%,-6,804
Cc1ccc2occ(/C=N/NC(=O)c3ccncc3)c(=O)c2c1,3%,-4,805
O=C(NCCCN1CCOCC1)c1ccc(NS(=O)(=O)c2cccc([N+](=O)[O-])c2)cc1,13%,-1,802
COc1ccc(OCC(O)CN2CCc3ccccc3C2)cc1 (configuration not stated),-7%,-13,734
O=C(O)c1ccc(-n2nc(-c3ccccc3)c3ccccc3c2=O)cc1,-12%,2,830
Cc1nnc(C)n1/N=C/c1c(O)ccc2ccccc12,22%,0,848

# A run of entries taken from the entries so far, as a working copy:
SMILES,NOD2 inhibition,Hep lipid drop,Hep lipid drop cells 6.5 µM
O=C(Nc1ccncc1)Nc1ccc(Br)cc1Cl,28%,-2,771
Cc1ccc(CN2CCC(C(=O)Nc3cccc(-c4cccc(F)c4)c3)CC2)o1,15%,-7,710
O=C(CCS(=O)(=O)Cc1ccccc1)Nc1nnc(C(F)(F)F)s1,-13%,-6,804

# More structures follow:
SMILES,NOD2 inhibition,Hep lipid drop,Hep lipid drop cells 6.5 µM
COc1cc(=O)[nH]c(SC(C)C(=O)Nc2cc(C)on2)n1 (configuration not stated),-26%,11,727
Cc1nn(CC(C)C)c(Cl)c1C(=O)N(C)CC(=O)Nc1c(Cl)cccc1Cl,6%,-5,689
CCN1C(=NCCOC)N[C@@H](CCc2ccccc2)[C@H](C(=O)OC)[C@H]1C,-13%,-11,728
CC(=O)N1C(=O)NC2=C(C(=O)CCC2)C1c1cccc([N+](=O)[O-])c1 (configuration not stated),13%,-6,758
CCc1c(O)nc(SC2CC(=O)N(c3ccc(F)c(Cl)c3)C2=O)[nH]c1=O (configuration not stated),2%,2,860
NS(=O)(=O)c1ccc(NC(=O)c2ccc3c(c2)OCO3)cc1,-2%,-7,725
COc1ccc(/C(C)=N/NC(=O)c2ccncc2)cc1[N+](=O)[O-],9%,-6,803
CCC(Sc1nc2ncccc2[nH]1)C(=O)NC1CCCC1 (configuration not stated),11%,5,749
CNc1c(NS(=O)(=O)c2cc(NC(C)=O)ccc2C)c(=O)oc2ccccc12,-20%,0,846
O=C(Cn1c(=O)c2cccn2c2cccnc21)N1CCN(c2ccc(Cl)cc2)CC1,24%,-52,684
Cc1cc(C)c2c(N)c(C(=O)Nc3ccc(F)cc3)sc2n1,-225%,-8,789
COc1ccc(C2(CNC(=O)c3ccc(N)cc3)CCCC2)cc1,-5%,7,787
COc1cc(OC)cc(C(=O)NC(C(=O)N2CCc3ccccc3C2)C(C)C)c1 (configuration not stated),-24%,-14,545
Cc1nn(CC(=O)NC2CCCCC2)c(=O)c2cccn12,-2%,4,789
O=S(=O)(Nc1ccccc1)c1ccc(NS(=O)(=O)c2c(F)cccc2F)cc1,-2%,1,805
CCC1Sc2ccc(S(=O)(=O)CCC(=O)Nc3ccc(C(=O)OC)cc3)cc2NC1=O (configuration not stated),15%,16,737
COc1cccc(CNC(=O)Cn2nc([N+](=O)[O-])c(Br)c2C)c1,6%,-28,808
COCCN1C2=C(C(=O)CC(C)(C)C2)C(c2ccc(O)c(OC)c2)C2=C1CC(C)(C)CC2=O,5%,4,850
Cc1ccc(-c2c(C(=O)N/N=C/c3ccc4c(c3)OCO4)nnn2-c2nonc2N)cc1,12%,6,758
COC(c1ccccc1)c1nnc(CCC(=O)NCCc2ccc(Cl)cc2)o1 (configuration not stated),-16%,-7,798
CSCCC(NC(=O)c1ccccc1)C(=O)NCc1ccc(S(N)(=O)=O)cc1 (configuration not stated),-4%,-5,826
COc1cc(/C=N/NC(=O)c2cc(-c3ccccc3)nc3ccccc23)ccc1O,6%,3,850
CCN(CC)CCN1c2ccccc2Sc2ccccc21,2%,0,828
CN1C(=O)c2ccc(NC(=O)c3cccc4ccccc34)cc2C1=O,0%,-1,811
COc1ccc(/C=N/Nc2nc(C(=O)O)cs2)cc1,-42%,0,828
CCOC(=O)c1ccc(NC(=S)NCc2ccc(S(N)(=O)=O)cc2)cc1,9%,0,815
O=C(NC1CCCCC1)C1CCCN1S(=O)(=O)c1ccc(Cl)cc1 (configuration not stated),15%,12,817
O=C(CN1C(=O)S/C(=C/c2ccncc2)C1=O)Nc1ccccc1,1%,9,834
CCc1noc(C)c1C(=O)N1CCC(CCC(=O)Nc2cccc(C)c2)CC1,23%,-21,652
CC(NC(=O)c1ccc2ccccc2n1)c1ccc(S(N)(=O)=O)cc1 (configuration not stated),-28%,0,816
CC(C)(C)Nc1c2ccccc2nc2ccccc12,11%,8,847
Cc1ccc(C)c(N(C(=O)c2snc(C(N)=O)c2N)C(C(=O)NCC2CCCO2)c2ccc(C)o2)c1 (configuration not stated),2%,-32,809
COc1cc2c(cc1OC)/C(=C/C(=O)c1ccc(NC(C)=O)cc1)NCC2,29%,19,716
O=[N+]([O-])c1cc(S(=O)(=O)O)cc([N+](=O)[O-])c1NN(c1ccccc1)c1ccccc1,1%,-4,805
CC(c1ccccc1)n1c(N2CCN(C)CC2)nc2c1c(=O)[nH]c(=O)n2C (configuration not stated),4%,9,821
COc1ccc(C)cc1NC(=O)C1CCN(C(=O)C2CC(=O)N(c3ccc(C)cc3)C2)CC1 (configuration not stated),-15%,-4,735
Cn1ncc(Cl)c1C(=O)N1CCN(c2ccccc2)CC1,-2%,3,829
Cc1cc(S(=O)(=O)n2[nH]c(=O)c(CCO)c2C)c(Cl)cc1Cl,8%,-2,873
O=C(NCCc1ccc(Cl)cc1)c1cc(-c2ccccn2)nc2ccccc12,14%,2,718
CCCOc1ccc(/C=C/c2c([N+](=O)[O-])c(=O)n(C)c(=O)n2C)cc1,-6%,0,838
COc1ccc(C(=O)NCCCN(C)CCCNC(=O)c2ccc(OC)cc2)cc1,13%,-8,796
CCOc1ccccc1N1CCN(C(=O)c2c(Cl)cnn2C)CC1,9%,5,667
CCOc1ncccc1C(=O)NCCCSc1ccccc1,7%,-55,809
CC1CN(C(=O)CCNC(=O)c2ccccc2Cl)CC(C)O1 (configuration not stated),11%,0,841
Cc1ccccc1CNS(=O)(=O)c1ccc2c(c1)C(C)(C)C(=O)N2C,-3%,-5,723
COCCNC(=O)/C(C#N)=C/c1c(N2CCN(c3ccccc3)CC2)nc2ccccn2c1=O,-3%,2,864
CCc1cccc(C)c1NC(=O)CSc1nc(C)c(C)o1,13%,-20,814
N#CCCN1CCN(Cc2ccccc2)CCC1=O,5%,1,774
CC(C)(C)n1nc2c(c1NC(=O)c1ccc(F)c(F)c1)CS(=O)(=O)C2,-2%,-3,680
CSc1ncc(Cl)c(C(=O)Nc2cccc(Cl)c2)n1,3%,-32,780

# Sorted by formula weight (highest first): four of the compounds above
SMILES,NOD2 inhibition,Hep lipid drop,Hep lipid drop cells 6.5 µM
COCCNC(=O)/C(C#N)=C/c1c(N2CCN(c3ccccc3)CC2)nc2ccccn2c1=O,-3%,2,864
CCOc1ccccc1N1CCN(C(=O)c2c(Cl)cnn2C)CC1,9%,5,667
CC1CN(C(=O)CCNC(=O)c2ccccc2Cl)CC(C)O1 (configuration not stated),11%,0,841
CCOc1ncccc1C(=O)NCCCSc1ccccc1,7%,-55,809

# Other records.
SMILES,NOD2 inhibition,Hep lipid drop,Hep lipid drop cells 6.5 µM
COc1cnc(-c2ccccn2)nc1Oc1ccc(C(C)(C)C)cc1,5%,-12,809
CCn1c(Cc2ccc(OC)cc2)nnc1SCC(=O)Nc1ccc(N2CCOCC2)cc1,-4%,-10,787
Cc1ccc(-n2nc3c(=O)n(CC(=O)NCc4ccc(C)o4)nc(C)c3c2C)cc1,7%,18,558
COc1ccc(OC)c(NC(=O)CN2CCc3ccccc3C2)c1,20%,-18,754
O=[N+]([O-])c1ccc(/C=N/N2CCN(Cc3ccccc3)CC2)cc1,7%,6,824
CC1CCCCN1C(=O)CSc1nnc(-c2ccccc2F)o1 (configuration not stated),-20%,17,817
O=C(Nc1cccc(Cl)c1N1CCOCC1)c1cccs1,-2%,-8,626
CC(C)c1ccc(/C=N/n2c(-c3ccccc3)n[nH]c2=S)cc1,12%,3,788
COc1cc(OC)cc(N2CCN(S(=O)(=O)c3ccc(-n4cnnn4)cc3)CC2)c1,-20%,2,758
COc1ccc(NC(=O)c2ccc3c(=O)n(CC4CCCO4)c(=S)[nH]c3c2)c(OC)c1 (configuration not stated),25%,-3,790
COc1ccc(C(=O)N2CCN(C(=O)C3COc4ccccc4O3)CC2)cc1OC (configuration not stated),19%,17,612
Cc1csc(SCC(=O)Nc2ccccc2)n1,-11%,-18,770
Cn1cccc1C(=O)NCc1ccc(Cl)cc1,-11%,-1,858
CCOc1ccc(-c2c(C(=O)N/N=C/c3cccc(Br)c3)nnn2-c2nonc2N)cc1,14%,-6,718
O=C([C@@H]1Cc2ccccc2CN1)N1CCN(Cc2ccccc2)CC1,2%,10,879
COc1cc2c(C(=O)Nc3ccccc3F)cn(C)c(=O)c2cc1OC,9%,-9,399
Cc1ccc(OCCn2cnc3c2c(=O)n(C)c(=O)n3C)cc1,36%,-6,785
NNc1nc(Nc2ccc([N+](=O)[O-])cc2)nc(N2CCCCCC2)n1,-13%,-4,822
CCOc1ccc(NC(=O)CNC(=O)c2nn(-c3ccc(OC)c(OC)c3)c(=O)c3ccccc23)cc1,8%,9,794
CCOc1ccc(CCNC(=O)CS(=O)(=O)Cc2nc(-c3ccccc3F)oc2C)cc1,17%,8,733

# Full records from above:
# CCOc1ccc(CCNC(=O)CS(=O)(=O)Cc2nc(-c3ccccc3F)oc2C)cc1 in the list: NOD2 inhibition = 17%; Hep lipid drop = 8; Hep lipid drop cells 6.5 µM = 733
# NNc1nc(Nc2ccc([N+](=O)[O-])cc2)nc(N2CCCCCC2)n1 in the list: NOD2 inhibition = -13%; Hep lipid drop = -4; Hep lipid drop cells 6.5 µM = 822

# (list continues)
SMILES,NOD2 inhibition,Hep lipid drop,Hep lipid drop cells 6.5 µM
COCCCNc1nc2c(c(=O)n(Cc3cccc(Br)c3)c(=O)n2C)n1C,21%,-45,803
Cc1cc(O)c(C(=O)/C=C/c2c(F)c(F)c(F)c(F)c2F)c(=O)o1,-76%,-18,851
COc1cc(CCC(=O)N2CCN(c3ccccc3)CC2)cc(OC)c1OC,6%,-6,809
CCOc1ccc(CCNC(=O)COC(=O)c2ccc(C)s2)cc1OCC,21%,50,723

# Only part of the results is shown; the hit share may differ from the screen's.
